# TbPYK inhibitor – blocks Trypanosoma brucei pyruvate kinase; TbPYK enzyme, Kinase-Glo Plus ATP luminescence, 45 min; Potency, µM (highest dose often 76.8 µM), inactives show at the top dose activity, negative = inhibition, hits mostly inhibitors; 410,000 compounds, 0.12% hits; further: potency means the concentration at half of the fitted maximal effect; nearly all actives have a fitted effect of over 50% in size
#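 In this concentration-response screen, enzyme-free wells defined baseline while DMSO plates tracked drift. Each reaction combined TbPYK, substrate, compound and 130 uM ADP for 45 min at room temperature. Kinase-Glo Plus luminescence gave the signal.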
# HCMV inh – blocks human cytomegalovirus replication; HFF cells, HCMV-luciferase reporter, 72 h; active compounds read low; activity change, negative = inhibition, % at 57.5 µM; 410,000 compounds, 4.5% hits; in the data active means activity change below about -60%; inconclusive means no clear call, values can overlap the other calls; inactive means above about -39%
#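 HFF cells seeded 16 h at 37C, treated with compounds, infected with luciferase-reporter HCMV at MOI 1 PFU/cell; luciferase read at 72 h post infection, normalized to buffer-only and Salinomycin controls.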
# HCV inhibitor – HCV inhibition; Huh7.5.1 HCVcc-Cre infection, luciferase reporter, 44 h; Potency, µM (titrated, usually from 41.8 µM), for inactives: at the top dose activity change, negative = inhibition, most hits filed as inhibitors; 340,000 compounds, 3.4% hits; further: potency means the concentration at half of the fitted maximal effect
#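 Infectious HCV cell culture screen: compound-treated cells (1,000/well, pre-plated 4 h) are infected with HCVcc-Cre at roughly 0.5 moi and grown 44 h. Infection is quantified by luciferase signal after 15 min substrate incubation at room temperature.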
# AmpC inh no detg – inhibitors of E. coli AmpC beta-lactamase without detergent. AID 485341. 330,000 compounds, 0.52% hits. AmpC nitrocefin hydrolysis, absorbance 480 nm, 0.0001% Triton. P00811. Potency, µM (top dose mostly 57.1 µM), without a hit: at the top dose activity change, negative = inhibition, actives largely listed as inhibitors;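 further: potency means the concentration at half of the fitted maximal effect; plate controls were no compound for no effect and no enzyme for full effect; nearly all actives have a fitted effect of over 20% in size; some results filed as inactive show a strong effect at the top dose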
# Target sequence (P00811 whole entry, looked up): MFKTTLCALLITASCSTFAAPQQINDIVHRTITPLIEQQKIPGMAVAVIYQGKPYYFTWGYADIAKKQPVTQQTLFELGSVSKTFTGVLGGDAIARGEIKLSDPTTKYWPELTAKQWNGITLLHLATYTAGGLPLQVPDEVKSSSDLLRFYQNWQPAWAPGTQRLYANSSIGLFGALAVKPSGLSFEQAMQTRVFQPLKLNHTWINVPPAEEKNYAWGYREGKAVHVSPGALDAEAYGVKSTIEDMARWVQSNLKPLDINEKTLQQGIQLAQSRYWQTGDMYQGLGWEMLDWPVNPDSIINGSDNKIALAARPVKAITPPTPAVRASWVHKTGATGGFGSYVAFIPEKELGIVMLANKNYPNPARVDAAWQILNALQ
#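 AmpC (5.3 nM in the dispensed reagent) in 20 mM phosphate pH 7.0 with 0.01% (detergent screen) or 0.0001% Triton X-100 was preincubated with compounds for 15 min at room temperature. Nitrocefin was then added from an 800 uM solution, and hydrolysis was followed at 480 nm.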
# LmPK inhibitor – LmPK (Leishmania mexicana) enzyme inhibition. Potency, µM (doses to about 57.5 µM), without a hit: at the highest dose activity change, negative = inhibition, usual class: inhibitors. purified LmPK, Kinase-Glo ATP luminescence, 1 h. 290,000 compounds, 0.37% hits. Q27686. AID 1721; further: potency means the concentration at half of the fitted maximal effect
# Target sequence (Q27686 whole entry, looked up): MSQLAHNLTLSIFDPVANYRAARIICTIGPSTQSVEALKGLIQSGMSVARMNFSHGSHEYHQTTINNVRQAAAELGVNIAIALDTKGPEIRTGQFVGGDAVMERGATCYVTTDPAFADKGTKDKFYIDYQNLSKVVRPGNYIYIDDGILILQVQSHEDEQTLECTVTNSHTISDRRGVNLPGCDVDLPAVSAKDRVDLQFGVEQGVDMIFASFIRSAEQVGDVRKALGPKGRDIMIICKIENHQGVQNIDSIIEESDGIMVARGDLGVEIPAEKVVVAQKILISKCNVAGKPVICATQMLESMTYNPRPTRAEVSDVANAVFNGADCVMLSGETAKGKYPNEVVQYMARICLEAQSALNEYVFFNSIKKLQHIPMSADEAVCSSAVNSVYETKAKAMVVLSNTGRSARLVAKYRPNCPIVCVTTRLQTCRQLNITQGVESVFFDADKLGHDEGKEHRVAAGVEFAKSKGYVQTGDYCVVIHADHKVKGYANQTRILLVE
#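 Screened at intermediate enzyme activity to detect both inhibitors and activators: LmPK at 0.1 nM, with a 0.5 nM enzyme column as activation reference. PEP 0.5 mM, ADP 0.1 mM; ATP detected by luminescence after 1 h.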
# AmpC detergent – AmpC beta-lactamase inhibition with detergent present; P00811; AID 485294; Potency, µM (doses to about 114 µM), inactives show top-dose activity change, negative = inhibition, usual class: inhibitors; AmpC hydrolysis of nitrocefin, absorbance 480 nm, 0.01% Triton; 370,000 compounds, 0.041% hits;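 further: potency means the concentration at half of the fitted maximal effect; 0% = no-compound wells and -100% = no-enzyme wells; nearly all actives have a fitted effect of over 25% in size; some results filed as inactive show a strong effect at the top dose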
#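 20 mM phosphate pH 7.0 + 0.01% (detergent screen) or 0.0001% Triton X-100; 5.3 nM AmpC reagent; cpd preinc 15 min RT; nitrocefin (800 uM stock) to start; A480 q20 s × 4 min; Activity was normalised to no-enzyme and no-compound control wells.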
# AMA1 RON2 block – AMA1-RON2 (P. falciparum) interaction inhibition; AlphaScreen AMA1-biotinylated RON2 peptide binding; Potency, µM (doses to about 58.2 µM), for inactives: top-dose activity change, negative = inhibition, most hits filed as inhibitors; 360,000 compounds, 0.2% hits;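 further: potency means the concentration at half of the fitted maximal effect; 0% = vehicle wells and -100% = peptide control; nearly all actives have a fitted effect of over 45% in size; some results filed as inactive show a strong effect at the top dose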
#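 AMA1 (3D7) with his tag at 25 nM final met compounds first, then biotinylated RON2 peptide at 25 nM; detection used donor plus acceptor beads, 10 µg/mL apiece, read by AlphaScreen after 30 min at room temperature.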
# * marks the source's active call; other numbers are inactive results; ? = inconclusive; · = no result given; & = joins results of further samples; [ ] = another dose, or the depositor's remark. Unless noted, the call rests on the fitted dose curve; in most records, active means well fitted curve in the direction sought with a large enough effect; inconclusive means small, poorly fitted or top-dose-only effect, or another doubt; inactive means no such curve, though single readings can be large; an effect the other way counts as inactive or inconclusive. Unless noted, on the % scale 0 is the no-effect control and ±100 the full control effect.
SMILES,TbPYK inhibitor,HCMV inh,HCV inhibitor,AmpC inh no detg,LmPK inhibitor,AmpC detergent,AMA1 RON2 block
CCOC(=O)CSc1nnc(CNC(=O)c2ccc(S(=O)(=O)N3CCCCC3)cc2)n1C,11.2%,2.6,25.3%,78.9%[activator],0.9%,1.8%,-3.3%
O=C(COc1ccccc1)NCCc1csc(-c2ccc(Cl)cc2)n1,2.4%,2.0,·,·,·,6.9%,·
O=C(CCS(=O)(=O)Cc1ccccc1)N1CCN(Cc2ccccc2)CC1,0.3%,24.5,0.0%,33.1%,2.8%,-14.4%,-4.1%
CC12CCC(C(=O)NCc3ccccn3)(OC1=O)C2(C)C (stereo not drawn),0.3%,-31.8,10.0%,-22.8%,1.2%,-13.2%,24.8%
COc1ccc(CN/C=C2\CCCCC2=O)cc1,-0.4%,7.6,8.0%,-7.8%,1.3%,-13.9%,10.9%
COc1ccc(-c2nnc(SCC(=O)N3CCC(C)CC3)o2)cc1,-8.4%,-6.6,·,·,·,15.2%,·
CCCn1c(CCNC(=O)c2ccco2)nc2ccccc21,0.0%,-19.8,?,-10.4%,1.5%,2.8%,15.2%
CCSc1nnc(-c2cnn(-c3ccccc3)c2-n2cccc2)n1C,-0.9%,-29.4,-8.8%,39.7%,-0.9%,-6.1%,-3.7%
CCCCN(CCCC)c1nc2ccccc2nc1NS(=O)(=O)c1ccc(NC(C)=O)cc1,0.5%,-0.6,-0.6%,-21.3%,8.2%,-1.0%,4.1%
CC1=C(C(=O)OCc2ccccc2)C(c2ccc(Cl)cc2)NC(=O)N1C (stereo not drawn),3.4%,-12.4,?,-0.5%,-0.2%,-2.3%,-5.3%
O=C(CSc1nnc(-c2ccncc2)n1CC1CCCO1)Nc1ccccc1Cl (stereo not drawn),0.6%,-3.9,-8.8%,-1.9%,-1.7%,?,0.8%
Cn1c(N=Nc2ccc(N3CCOCC3)cc2)[n+](C)c2ccccc21,?,?,-17.4%,-1.0%,11.2µM*,3.5%,?
CCOC(=O)N1C(=O)[C@](c2ccc(Cl)cc2)(C(C)C)N1C(=O)OCC,-11.7%,-90.0*,12.9%,53.5%,-4.3%,-2.7%,14.8%
Cc1nccc(-c2cc(-c3ccc(Cl)cc3Cl)no2)n1,1.0%,50.6,-23.1%,-3.3%,-25.5%,8.5%,16.5%
C[C@@H]1CCCCO[C@H](CN(C)C(=O)Nc2ccc(C(F)(F)F)cc2)[C@@H](C)CN([C@H](C)CO)C(=O)c2cc(NC(=O)c3ccncc3)ccc2O1,-17.2%,-2.3,·,·,·,·,6.8%
Cc1ccc(S(=O)(=O)Nc2ccccc2NS(=O)(=O)c2ccc(C)cc2)cc1,-6.7%,1.3,·,·,·,·,-0.7%
CCc1ccc(NC(=O)Cn2c(=O)n(Cc3nc(C)no3)c(=O)c3cc4c(cc32)OCO4)cc1,0.5%,39.0,·,·,·,19.3%,·
Cn1c(=O)[nH]c(=O)c2c1ncn2CCN1CCOCC1,-9.0%,4.4,4.2%,-14.5%,-0.8%,-3.9%,9.1%
CCn1c2c(c(=N)c3ccccc31)CCC2,-0.8%,-77.1*,8.91µM*,-4.5%,-4.0%,-3.7%,5.9%
N#C/C(=C\N1CCOCC1)c1ccccc1,-0.1%,-2.4,-6.5%,-19.2%,1.5%,0.2%,1.5%
Cc1cc(C)c(NC(=O)CSc2ccc3nnc(CCNC(=O)c4ccccc4)n3n2)c(C)c1,5.4%,-34.3,8.9%,25.5%,1.2%,-2.7%,-6.0%
COc1cccc(CNC(=O)C(Cc2ccccc2)n2cccc2)c1 (stereo not drawn),-1.1%,-18.3,3.1%,-30.1%,0.9%,4.2%,2.3%
COc1cccc(Oc2nccc(N(C)C)c2C#N)c1,0.5%,-14.2,-3.3%,-20.2%,1.3%,0.8%,-2.9%
CCCCC1=CC2=CC(=O)C(C)(OC(=O)CC)C(=O)C2=CN1Cc1ccc2c(c1)OCO2 (stereo not drawn),-4.4%,15.2,?,97.1%[activator],-3.3%[11.5 µM],1.7%,3.5%
Cn1c(=O)c2c(nc(N3CCOCC3)n2Cc2c(F)cccc2Cl)n(C)c1=O,0.5%,34.1,-0.4%,-2.7%,0.2%,-11.7%,4.6%
N/C(=N\OC(=O)C12CC3CC(CC(C3)C1)C2)c1ccncc1,4.3%,4.6,29.5%,3.7%,-0.1%,1.1%,11.0%
O=C(Nc1ccc(F)c(F)c1)C1CCN(S(=O)(=O)c2cccc3nonc23)CC1,-2.0%,-76.6*,?,-46.9%,-3.3%,?,-2.8%
CCCn1c(SCC(=O)Nc2sc(C)c(C)c2C(=O)OC)nc2c1c(=O)n(C)c(=O)n2C,·,·,2.1%,-8.0%,15.8%,7.2%,·
COC(=O)c1ccccc1OP1(=O)COc2ccccc2OC1,-3.9%,30.7,16.1%,-11.8%,-0.7%,-18.2%,0.4%
Cn1nnc2c(C(N)=O)ncn2c1=O,-3.7%,2.5,·,-18.3%,1.2%,0.8%,·
O=C(Cc1ccc(Cl)cc1)Nc1ccc2c(c1)C(=O)NC2=O,0.3%,97.0,12.6%,-29.1%,6.5%,-5.0%,5.0%
Nc1n[nH]c(-c2ccccc2[N+](=O)[O-])n1,-7.1%,-95.8*,26.3%,-7.4%,-3.2%,-2.5%,30.1%[activator]
Cc1ccc2oc(-c3ccco3)nc2c1,0.5%,19.0,?,-3.1%,-26.6%,-13.9%,1.2%
COCc1c(C(=O)OCC(=O)N2CCCC2=O)oc2ccccc12,0.8%,2.4,5.9%,-6.7%,·,-14.3%,-6.0%
CC(=O)c1cccc(NC(=O)CC2SC(N3CCCCC3)=NC2=O)c1 (stereo not drawn),2.5%,15.7,12.2%,-9.0%,-6.0%,-16.4%,2.0%
Cc1ccc(Cl)c(OC(=O)C2CSC3(C)CCC(=O)N23)c1 (stereo not drawn),0.1%,-5.9,29.6%,-13.1%,·,-15.3%,2.5%

# Filtered by structure: the compounds so far containing an aryl methoxy group.
SMILES,TbPYK inhibitor,HCMV inh,HCV inhibitor,AmpC inh no detg,LmPK inhibitor,AmpC detergent,AMA1 RON2 block
COc1ccc(CN/C=C2\CCCCC2=O)cc1,-0.4%,7.6,8.0%,-7.8%,1.3%,-13.9%,10.9%
COc1ccc(-c2nnc(SCC(=O)N3CCC(C)CC3)o2)cc1,-8.4%,-6.6,·,·,·,15.2%,·
COc1cccc(CNC(=O)C(Cc2ccccc2)n2cccc2)c1 (stereo not drawn),-1.1%,-18.3,3.1%,-30.1%,0.9%,4.2%,2.3%
COc1cccc(Oc2nccc(N(C)C)c2C#N)c1,0.5%,-14.2,-3.3%,-20.2%,1.3%,0.8%,-2.9%

# Remaining list, next part:
SMILES,TbPYK inhibitor,HCMV inh,HCV inhibitor,AmpC inh no detg,LmPK inhibitor,AmpC detergent,AMA1 RON2 block
O=C(Nc1ccccn1)C1CCCN(c2ncnc3c2nc2n3CCCCC2)C1 (stereo not drawn),-3.4%,?,-8.5%,60.2%[activator],-5.2%,-0.7%,-0.3%
c1coc(-c2nc(-c3ccncc3)no2)c1,-19.4%,19.1,-10.2%,-17.6%,22.4µM*,-0.3%,5.7%
COc1ccccc1NC(=O)C1CCCN(c2nc(C)cc(C)n2)C1 (stereo not drawn),3.3%,5.4,-1.7%,-4.0%,-2.4%,2.6%,14.7%
CCCCCCCCCSc1n[nH]c(N)n1,-0.4%,-4.2,20.4%,-11.6%,8.3%,?,8.8%
CCOc1ccc(NC(=O)N2CCC(n3nnc4cc(C)ccc43)CC2)cc1,0.1%,?,?,2.8%,3.8%,1.7%,17.3%
Cc1c2cnn(-c3ccccc3)c(=O)c2c(C)n1CC(=O)NCc1ccccc1,-1.9%,-5.2,·,·,·,18.9%,·
CCn1c(CNC(=O)C(C)(C)C)nc2ccccc21,2.9%,33.7,20.1%,-4.9%,13.4%,-9.6%,-5.9%
CC(C)(C)NC(=O)C1CC1(c1ccccc1)c1ccccc1 (stereo not drawn),2.4%,-25.7,?,-8.0%,2.2%,-2.1%,-6.5%
COc1cccc(NC(=O)CSc2nc3ccccc3nc2N2CCOCC2)c1,-9.3%&-7.4%,?,?,16.5%,5.9%,-10.4%&21.4%,0.0%
CC(C)CCNC(=O)C(c1ccco1)N(Cc1cccs1)C(=O)Cn1nnc2ccccc21 (stereo not drawn),2.3%,-35.5,-28.5%,-5.8%,-0.3%,-10.9%,-17.5%
CCOc1ccc(N2C(=O)/C(=C/c3ccco3)N(C)C2=S)cc1,-22.0%,4.6,6.9%,-38.3%,1.4%,-8.7%,-17.5%
COc1cc(/C=N/NC(=O)Cc2ccccc2)ccc1Oc1ccc([N+](=O)[O-])cc1[N+](=O)[O-],0.6%,-61.5*,14.1µM*,0.4%,0.3%,-5.2%,-9.5%
CCOc1ccc(C(=S)N2CCCC2)cc1OCC,-1.5%,14.3,1.1%,-6.4%,-0.7%,-3.5%,-1.5%
CC(=O)c1c(C)[nH]c(C(=O)NNC(=O)c2ccc(Br)cc2)c1C,0.0%,-15.5,?,-26.3%,·,·,86.8%[activator]
COC(=O)[C@@H]1C[C@@]2(O)[C@@H](O)[C@@H](O)[C@@H](O)C[C@H]2N1CC(c1ccccc1)c1ccccc1,1.2%,-0.6,40.4%[activator][8.37 µM],14.2%,-3.6%,3.3%,14.2%
CCOc1ncccc1C(=O)Nc1ccc(C(=O)Nc2ccc(OC)cc2)cc1,-5.9%,?,0.8%,-24.5%,·,-0.2%,-5.0%
O=C(NCCCN1CCC(Cc2ccccc2)CC1)c1ccc2nc(N3CCOCC3)sc2c1,0.3%,0.0,10µM*,99.4%[activator],2.7%,5.6%,5.3%
COc1ccc(N2CCN(C(=O)Cn3nnc(-c4ccccc4N)n3)CC2)cc1,1.7%,-3.8,?,1.3%,-3.0%,3.9%,?
CCc1nnc(NS(=O)(=O)c2ccc(NC(=O)c3cccc(OC)c3)cc2)s1,0.0%,17.8,14.7%,-26.8%,3.7%,-3.9%,0.6%
N#Cc1ccccc1S(=O)(=O)Nc1ccc2c(c1)C(=O)OC2,2.7%,50.2,-3.7%,-3.4%,-0.7%,0.5%,16.8%
COc1ccc(NC(C)=O)cc1NC(=O)CN1CCN(c2ccccn2)CC1,-6.5%,·,9.0%,-16.3%,4.6%,-0.1%,-4.8%
COc1ccccc1OCc1ccc(C(=O)NCCN(C)C)o1,-10.2%,33.7,3.7%,27.8%,6.0%,-8.9%,-5.6%
CN(C)C(=O)C(=O)c1cccn1-c1ccccc1C#N,3.7%,45.8,5.9%,-7.2%,-0.3%,-0.7%,-3.9%
